Screening results (PubChem)
Pf growth 96h = P. falciparum growth inhibition at 96 hours; P. falciparum luciferase reporter growth, 96 h; Potency, µM (top dose mostly 28.7 µM), for the others: at the highest dose activity change, negative = inhibition, most hits filed as inhibitors; 6.9% of 320,000 active; further: potency means the concentration at half of the fitted maximal effect; on the % scale 0 is the no-effect control and ±100 the full control effect
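Parasite growth measured via integrated firefly luciferase reporter in P. falciparum. Infected erythrocytes at 2% hematocrit, 0.05% parasitemia final were treated 96 hours at 37 C under 5% CO2, and luminescence was read.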
CHX counter = affects cycloheximide protein synthesis inhibition readout, counter-screen; 12% of 300,000 active; cell reporter, cycloheximide protein synthesis inhibition counterscreen; max response, %; in the data active means max response mostly above about 13%, no sharp cut-off; inactive means mostly below about 14%; further: read at 38.3 µM for the half of the compounds with a filed dose; 0% is about no effect
Sm TGR inh = blocks Schistosoma mansoni thioredoxin glutathione reductase. Q962Y6. purified TGR, DTNB reduction, TNB absorbance 405 nm. Potency, µM (doses to about 114 µM), inactives show top-dose activity change, negative = inhibition, most hits filed as inhibitors. 3% of 360,000 active; further: potency means the concentration at half of the fitted maximal effect; on the % scale 0 is the no-effect control and ±100 the full control effect; nearly all actives have a fitted effect of over 60% in size
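Kinetic colorimetric format: TGR-catalysed, NADPH-driven DTNB reduction monitored via TNB absorbance. Enzyme dispensed at 20 nM; compound exposure 15 min at room temperature before reaction start.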
Pf growth 48h = inhibits P. falciparum growth in the first generation, 48 h. P. falciparum luciferase growth in erythrocytes, 48 h. Potency, µM (highest dose often 28.7 µM), inactives show at the highest dose activity change, negative = inhibition, hits mostly inhibitors. 5.9% of 310,000 active. AID 504832; further: potency means the concentration at half of the fitted maximal effect; on the % scale 0 is the no-effect control and ±100 the full control effect
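A one-generation exposure of luciferase-tagged malaria parasites in RPMI 1640/Albumax erythrocyte culture, 37 C and 5% CO2. Inhibition is inferred from decreased luminescence after adding detection reagent.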
Shiga inhibitor = inhibitors of Shiga toxin in Vero cells. Vero cells, Shiga toxin protein synthesis inhibition reporter. inhibition, % at 38.7 µM. 9.2% of 290,000 active; in the data active means inhibition mostly above about 28%, no sharp cut-off; inactive means mostly below about 43%; further: 0% is about no effect
FBPA Giardia inh = blocks Giardia fructose-bisphosphate aldolase activity | purified Giardia FBPA | Potency, µM (titrated, usually from 59.6 µM), for the others: top-dose activity, negative = inhibition, hits mostly inhibitors | 0.71% of 290,000 active | AID 2451; further: potency means the concentration at half of the fitted maximal effect; on the % scale 0 is the no-effect control and ±100 the full control effect; nearly all actives have a fitted effect of over 55% in size
Target sequence (A8B2U2 whole entry, looked up): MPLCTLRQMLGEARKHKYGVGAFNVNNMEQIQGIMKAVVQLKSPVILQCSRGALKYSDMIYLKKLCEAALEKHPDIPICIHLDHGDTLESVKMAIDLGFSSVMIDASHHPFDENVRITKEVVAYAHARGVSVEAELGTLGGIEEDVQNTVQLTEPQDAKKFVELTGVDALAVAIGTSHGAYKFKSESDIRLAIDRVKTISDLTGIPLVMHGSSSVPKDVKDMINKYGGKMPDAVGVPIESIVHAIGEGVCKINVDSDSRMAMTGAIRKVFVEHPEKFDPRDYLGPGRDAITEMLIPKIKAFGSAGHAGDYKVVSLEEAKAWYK
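Giardia FBPA (40 nM reagent) was preincubated 10 min at RT with compound (up to 57.5 uM final), then substrate plus GAPDH/TPI/NAD/arsenate coupling system with diaphorase/resazurin was added; resorufin fluorescence (525/598 nm) was read after 20 min.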
* = called active by the depositor; i = inactive; ? = inconclusive; . = not tested or not shown; & = joins results of further samples; [ ] = remark or other dose. Unless noted, the call rests on the fitted dose curve; in most records, active means well fitted curve in the direction sought with a large enough effect; inconclusive means small, poorly fitted or top-dose-only effect, or another doubt; inactive means no such curve, though single readings can be large; an effect the other way counts as inactive or inconclusive.

SMILES	Pf growth 96h	CHX counter	Sm TGR inh	Pf growth 48h	Shiga inhibitor	FBPA Giardia inh
Cc1ccc(Cl)cc1NC1=NC(=S)N(C(C)C)C12CCCCC2	-29%	0	-1%	?	-6	4%
COc1cc2[nH]c(C(=O)N3CCN(C)CC3)cc2c(OC)c1OC	20%	-2	-1%	.	-6	5%
COc1cc(C(=O)Nc2nccs2)c(Br)c(OC)c1OC	5%	0	1%	-5%	-8	-2%
CC(C)(CO)CNC(=O)CCc1nnc(-c2ccc(-c3ccccc3)cc2)o1	?	25*	-10%	0%	60*	4%
CCc1ccccc1NC(=O)CN1C(=O)c2ccccc2S1(=O)=O	-1%	-1	0%	23%	-4	-3%
C=CCn1c(SCC(=O)N2CCOCC2)nc(O)c(Cc2ccccc2)c1=O	27%	-5	0%	2%	-2	-2%
O=C1NCCCC1C(=O)N/N=C/c1ccccc1 (configuration not stated)	5%	0	5%	4%	-4	0%
CCOC(=O)C1=C(C)NC(=O)NC1c1cccnc1 (configuration not stated)	?	-2	13%[11.4 µM]	.	-4	1%
CCOC(=O)C1(CCOc2ccccc2)CCN(Cc2nccn2CC)CC1	-28%	-1	-6%	?	-1	-12%
CC[C@@H]1CC=C[C@H]2[C@H]1C(=O)N(Cc1ccccc1)[C@H]2c1ccc(OC)c(Cl)c1	?	-2	-3%	?	1	-8%
Cc1cc(C)cc(NC(=O)Cn2nnc(C(=O)NCCc3ccccc3)c2N)c1	?	2	1%&-2%	0%	4	0%
CCOC(=O)N1CCN(C(=O)CSc2ccc3nnc(CCNC(=O)c4ccccc4)n3n2)CC1	-4%	-9	-9%	0%	16	4%
COc1cc(C(=O)NCc2nnc(SCC(=O)N3CCCCCC3)o2)cc(OC)c1OC	-2%	1	-1%	-17%	-14	.
CCOC(=O)c1ccc(Cl)c(S(=O)(=O)N2CCCC2)c1	19%	-2	-1%	?	-21	7%
CC1(C)Oc2nc3ccccc3n2/C1=C\C#N	?	1	2%	?	-9	0%
CN1CCN(C(=O)c2c(O)c3cccc4c3n(c2=O)CC4)CC1	.	-5	?	3%	11	1%
CCCn1c(C)cc(=O)c2cc(NC(=O)c3ccccn3)ccc21	.	-2	0%	?	-13	-2%
O=S(=O)(c1cc(Cl)cc(Cl)c1)N1CCCC1c1nc2ccccc2s1 (configuration not stated)	-21%	-2	-6%	?	20	-1%
O=C(Cn1nc(C(F)(F)F)c2c1CCC2)N1CCN(c2ccccc2)CC1	-9%	-3	1%	?	1	2%
COC(=O)[C@@H]1C[C@@H]2CC[C@@H](O)C[C@@H]2N1Cc1ccc(OC)cc1	-3%	-6	-13%	?	-4	0%&0%
C=CCc1ccccc1OCC(=O)OCCNC(=O)c1cccnc1	78%[activator]	1	-7%	53%[activator]	10	9%
CCOc1cc(NC(=O)Nc2ccc(F)cc2)c(OCC)cc1NC(=O)CC	3%	1	8%	1%	-2	3%
COc1ccccc1NC(C)=O	72%[activator]	-2	2%	8%	-12	2%
CC(=O)Nc1ccc(C(=O)NC(CC(=O)O)c2ccc(Cl)cc2)cc1 (configuration not stated)	-4%	-2	-3%	.	5	14%
CCOc1ncccc1C(=O)NCc1ccccc1F	7%	9	.	0%	14	5%
CN(C)/C=C(/C(=O)c1ccc(Cl)c(Cl)c1)c1nnnn1-c1ccccc1	?	0	23%	2%	-5	13%
CSCSC1=C(C#N)C(c2ccccc2Cl)C(C(C)=O)=C(C)N1 (configuration not stated)	?	-5	1%	?	22	0%
O=C(CNC(=O)C12CC3CC(CC(C3)C1)C2)N1CCN(S(=O)(=O)/C=C/c2ccccc2)CC1	9.3µM*	-4	2%	?	-26	1%
CCOC(=O)c1ccc(-[n+]2c(-c3ccccc3)cc(-c3ccccc3)cc2-c2ccccc2)cc1	1.2µM*	.	-2%	2.9µM*	.	.
Cc1snc(SCC(=O)c2ccc(F)cc2)c1C#N	300%[activator]	34*	4%	.	105*	-18%
O=C(O)/C=C/C(=O)Nc1ccc(F)cc1F	75%[activator]	8	?	37%[activator]	-12	5%
N#C/C(C(=O)NCc1ccco1)=C1/SC(Cc2ccc(F)cc2)C(=O)N1c1ccccc1 (configuration not stated)	-12%	10	-16%	-14%	-4	-27%
CCC(C)(C(=O)NC1CCCC1)N(C)C(=O)Cc1c[nH]c2ccccc12 (configuration not stated)	?	-5	6%	0%	-16	4%
Cc1cccc(C(=O)Nc2ccc(N3CCN(C(=O)c4ccco4)CC3)cc2)c1	30%	1	0%	?	11	-3%
CN(C)Cc1c(O)ccc2cc(-c3nc4ccccc4n3C)c(=O)oc12	-26%	20*	-34%	-5%	33	?
O=C(O)c1cccc(N2C(=O)CSC2c2c(F)cccc2Cl)c1 (configuration not stated)	?	-3	0%	23%	-3	-8%
CCOC(=O)c1c(NC(=O)c2cnn3c2NC(c2cccc(OC)c2)CC3C(F)(F)F)sc2c1CCCC2 (configuration not stated)	-26%	1	-17%	?	12	-4%
O=c1oc2cc(O)ccc2s1	31%&-9%[activator]	.	-9%	?	.	-4%
CCc1cc2c(=O)c(Oc3ccccc3)c(C)oc2cc1O	14%	-5	13%	?	-13	9%
O=C(O)CCCCCNc1nc2ncn(Cc3ccccc3)c2c(=O)[nH]1	-12%	-7	4%	19%	-12	11%
CC(=O)c1ccc(N2CCN(C(=O)c3cc4c(-c5ccccc5F)nn(C)c4s3)CC2)cc1	?	-7	-7%	.	-10	-1%
Cc1ccc(S(=O)(=O)NC(=O)c2ccccc2C)cc1	-26%	-1	1%	31%[activator]	13	.
CCN(Cc1ccccc1)C(=O)c1oc2ccc(S(=O)(=O)N3CCOCC3)cc2c1C	19%	0	-1%	?	-4	4%
C=CCNC(=O)N1CCCC(C(=O)c2cccc(Cl)c2)C1 (configuration not stated)	?	2	-6%	7%	-1	9%
COc1ccc(C(=O)Nc2ccccc2C(=O)N/N=C/c2ccccn2)cc1OC	12µM*	34*	-10%	4.1µM*	45*	?
Cc1ccc(C2CC(C(F)(F)F)n3nc(C(=O)NCc4ccco4)cc3N2)cc1 (configuration not stated)	13%	6	-15%	-13%	-11	6%
Fc1ccc(NC(=S)NC2CCCCC2)c(F)c1F	7%	17	-5%	5%	13	-3%
COCCCn1c(SCC(=O)NC2CCCC2)nnc1-c1ccco1	0%	-2	40µM*	7%	-12	6%
CC(C)(C)NC(=O)NC(=O)COc1ccc(Br)cc1Br	265%[activator]	90*	-16%	236%[activator]	136*	0%
Cc1nc2cc(N3CCCCC3)c(NC(=O)c3ccncc3)cc2c(=O)n1Cc1ccccc1	?	-1	0%	.	-10	-1%
[O-]C1=N/[N+](=C/c2ccc(Cl)cc2)CC1	.	0	-33%	-2%	13	-16%
Cc1cccc(C(=O)N/C(=C\c2ccc(C)o2)C(=O)O)c1	?	-3	-11%	0%	6	0%
O=C1C2=C(C(=O)c3ccccc31)C1O[C@](CCCCN3C(=O)c4ccccc4C3=O)(Cc3c1ccc1ccccc31)O2	-17%[5.75 µM]	-1	-29%[22.9 µM]	?	i	1%[12.9 µM]
CCN1CCN(C(=O)/C=C/c2ccc(OC)c(OC)c2)CC1	?	6	1%	29%	-2	17%
COc1cc(NC(=O)CSc2nc(C)c(C)c(C)n2)c(C)cc1[N+](=O)[O-]	?	7	-6%	-5%	-13	3%
COC(=O)c1ccc(C2NC(=O)c3ccccc3O2)cc1 (configuration not stated)	13%	0	-20%	-1%	2	10%
Cc1ccc2oc(=O)c3cc(C(=O)N4CCN(C)CC4)sc3c2c1	22%	1	8%	23%	-5	0%
C/C(Cl)=C\Cn1c(=O)c2c(nc3n2CCS3)n(C)c1=O	-19%[5.75 µM]	1	-30%	1%	-6	16%
CC(C)C[C@H](NC(=O)OC(C)(C)C)C(=O)N1CCC(C(=O)O)CC1	-18%	-3	-2%	34%[activator]	-2	5%
O=[N+]([O-])c1ccc(NCCCNS(=O)(=O)c2ccccc2)c(Cl)c1	0%	0	-3%	-16%	-5	0%

Next section
SMILES	Pf growth 96h	CHX counter	Sm TGR inh	Pf growth 48h	Shiga inhibitor	FBPA Giardia inh
O=C(Nc1ccc(F)cc1)c1ccc(Cn2cnnn2)cc1	34%[activator]	16*	9%	9%	32	1%
CSc1ccc(S(=O)(=O)Nc2c(C)cccc2C)cc1	?	-5	0%	8%	-10	-16%
COCCN1C2=C(COC(C)(C)C2)C(=S)NC1c1ccccc1 (configuration not stated)	?	-1	-18%	-19%	6	?
CCN(CC)S(=O)(=O)c1ccc(Cl)c(C(=O)NCc2ccco2)c1	?	1	?	-4%	-5	4%
Cc1ccc(-n2c(N)c(C(=O)NCc3cccnc3)sc2=S)cc1	75%[activator]	22	9%	31%[activator]	3	-12%
O=C(Cn1c(=O)c2c3c(sc2n(Cc2ccccc2)c1=O)CCCC3)NCCO	?	-3	-2%	?	-5	2%
CCOc1ccc2nc(N3C(=O)/C(=C/c4ccccc4)NC3=S)sc2c1	4.7µM*	27*	3%	21%	177*	-18%
O=C1CSCC(=O)N1Cc1ccc(Cl)cc1Cl	27%	-5	-12%	-7%[0.00184 µM]	-7	2%
O=C(NC1CCCC1)c1c[nH]c2ccc(F)cc2c1=O	-24%	5	1%	6%	15	0%
O=C(NCCC(=O)N1CCCC(C(F)(F)F)C1)c1ccccc1Cl (configuration not stated)	?	0	-27%	-15%	-20	.
Cn1c(=O)c2c(nc(N3CCCCC3)n2CCNC2=NCCC2)n(C)c1=O	?	-4	4%	-1%	2	-1%
CCC(=O)NC(c1cc(Cl)c2ccccc2c1O)C(C)C (configuration not stated)	?	.	3%	?	.	.
COC(=O)Cc1ccc(NC(=S)NNC(=O)C2CC2)cc1	10%	-4	-2%	12%	-23	-5%
CCCS(=O)(=O)N1CCCC(C(=O)NCCCN2CCCC2=O)C1 (configuration not stated)	?	-2	7%	-1%	-6	5%
COc1ccc(C(=O)NN/C(C)=C/C(=O)C(F)(F)C(F)(F)C(F)(F)F)cc1	?	22*	-12%	5%	44*	15%
COc1ccc(S(=O)(=O)Nc2ccccn2)cc1C(=O)Nc1ccccc1	?	0	-10%	12%	-2	-4%
CC(=O)Nc1ccc(S(=O)(=O)Nc2ccc3c(c2)C(=O)OC3)cc1	-2%	4	-8%	1%	11	8%
NC(=O)NC(=O)CSc1nc2sc(-c3ccccc3)cc2c(=O)n1-c1ccccc1	39%[activator][5.75 µM]	11*	-1%	17%	20	-1%
COc1ccc(-c2[nH]n(-c3ccc([N+](=O)[O-])cc3)c(=O)c2C=NCc2ccc(F)cc2)cc1	?	1	6%	?	-9	10%

One compound at a time, as listed above:
CC(=O)Nc1ccc(S(=O)(=O)Nc2ccc3c(c2)C(=O)OC3)cc1 is listed as Pf growth 96h = -2%; CHX counter = 4; Sm TGR inh = -8%; Pf growth 48h = 1%; Shiga inhibitor = 11; FBPA Giardia inh = 8%
COc1ccc(S(=O)(=O)Nc2ccccn2)cc1C(=O)Nc1ccccc1 is listed as Pf growth 96h = ?; CHX counter = 0; Sm TGR inh = -10%; Pf growth 48h = 12%; Shiga inhibitor = -2; FBPA Giardia inh = -4%

Compounds shown so far that contain an NH in an aromatic ring:
SMILES	Pf growth 96h	CHX counter	Sm TGR inh	Pf growth 48h	Shiga inhibitor	FBPA Giardia inh
COc1cc2[nH]c(C(=O)N3CCN(C)CC3)cc2c(OC)c1OC	20%	-2	-1%	.	-6	5%
CCC(C)(C(=O)NC1CCCC1)N(C)C(=O)Cc1c[nH]c2ccccc12 (configuration not stated)	?	-5	6%	0%	-16	4%
O=C(O)CCCCCNc1nc2ncn(Cc3ccccc3)c2c(=O)[nH]1	-12%	-7	4%	19%	-12	11%
O=C(NC1CCCC1)c1c[nH]c2ccc(F)cc2c1=O	-24%	5	1%	6%	15	0%
COc1ccc(-c2[nH]n(-c3ccc([N+](=O)[O-])cc3)c(=O)c2C=NCc2ccc(F)cc2)cc1	?	1	6%	?	-9	10%
